Bcl-B TR3 displacers – displacers of TR3 peptide from Bcl-B, primary screen, selectivity assay for Bfl-1 inhibitor project, biochemical, fluorescence polarization. Bcl-2-like protein 10 (Homo sapiens). FP displacement of FITC-TR3 peptide from Bcl-B; higher % means a stronger effect. hit rate 0.11% among 96,000. displacement, % at 20 µM; hits with a dose series show IC50 in µM. AID 748, 2007;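 active = displacement above 50% at 20 µM plus a fluorescence interference ratio under 1.5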;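 also: plate controls were wells without compound for no effect and wells lacking Bcl-B protein for full effect; a part of the inactive calls stands beside numbers as strong as those of hits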
IL1B NFkB pot – enhancers of NFkB p65 translocation in HUVEC – imaging, IL-1B stimulus, high-content imaging, primary screen; AID 819, 2007; activation, % at 2 µM; HUVEC IL-1B NFkB p65 nuclear translocation imaging; hit rate 0.3% among 94,000;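 active = activation above 40%, about the mean plus 3 SD, also judged a hit on visual image review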;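 also: percent activation is computed from the nuclear over cytoplasmic p65 intensity ratio; values of inactives mirror those of a sister screen read the other way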
MRP reversal – reversal of MRP1-mediated doxorubicin resistance, primary screen, H69AR cells, doxorubicin co-treatment; differential viability (reversal), % at 10 µM; hit rate 0.04% among 85,000; AID 602, 2007; H69AR cells + 2 uM doxorubicin, CellTiter-Glo, 72 h;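 active = viability drop by adding the cancer drug above about 55%, with treated viability meeting a 40% cutoff, limit read from the data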;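 also: viability without doxorubicin minus viability with 2 µM doxorubicin for each compound; larger differential means the compound sensitizes cells more to doxorubicin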
NFkB transloc inh – inhibitors of IL-1B driven NFkB p65 nuclear import, primary screen, imaging, HUVEC, IL-1B stimulus, high-content imaging. HUVEC IL-1B NFkB p65 nuclear translocation imaging. inhibition, % at 2 µM. hit rate 0.43% among 94,000. AID 796, 2007;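 active = inhibition above about 30% together with a positive call from visual inspection of the well image, limit read from the data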;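 also: nuclear over cytoplasmic p65 intensity ratio measured by imaging; 0% = IL-1B stimulated DMSO wells and 100% = unstimulated DMSO wells; values of inactives mirror those of a sister screen read the other way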
PLAP inhibitors HTS – PLAP enzyme inhibitors, biochemical, luminescence, HTS (AID 690); Alkaline phosphatase, placental type (Homo sapiens); purified PLAP, luminescent substrate; higher % means a stronger effect; one-dose inhibition, % at 20 µM; IC50 in µM for titrated hits; hit rate 0.08% among 96,000; in the data active = a potency from the dose series; inactive = the rest, 99 in 100 with inhibition below about 30%; also: strong numbers were not always called active
MRP reversal cytotoxicity – further read-out of MRP reversal, marked with its call; viability, %; H69AR cells, CellTiter-Glo, 72 h; measured here: cytotoxicity without doxorubicin
MRP reversal with doxorubicin – recorded beside MRP reversal, whose call it bears; viability, %; measured here: viability with 2 uM doxorubicin; stronger effect = lower value
NFkB transloc inh cell count 2 µM – second read-out of NFkB transloc inh, no call of its own (marks repeat the call); cell count; measured here: cells passing quality filter;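 raw number of nuclei counted in each imaged well without normalization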
IL1B NFkB pot cell count 2 µM – recorded beside IL1B NFkB pot, whose call it bears; cell count; measured here: cells passing quality filter
* = called active by the depositor.

For CCC(=O)N(Cc1cc2cc(OC)ccc2[nH]c1=O)c1ccccc1C the results were Bcl-B TR3 displacers -0.3%, IL1B NFkB pot 4.8, MRP reversal -25.1, NFkB transloc inh -4.8, PLAP inhibitors HTS -21.5%, MRP reversal cytotoxicity 54.6, MRP reversal with doxorubicin 79.8, NFkB transloc inh cell count 2 µM 93 and IL1B NFkB pot cell count 2 µM 93.
For Cc1nc(NNC(=O)c2ccc([N+](=O)[O-])cc2)cc(-c2ccccc2)n1 the results were Bcl-B TR3 displacers -6.3%, IL1B NFkB pot 6.4, MRP reversal 9.7, NFkB transloc inh -6.4, PLAP inhibitors HTS 0.2%, MRP reversal cytotoxicity 88.1, MRP reversal with doxorubicin 78.4, NFkB transloc inh cell count 2 µM 172 and IL1B NFkB pot cell count 2 µM 172.
For COCCN1Cc2cccc(C(=O)Nc3cccc(C)c3C)c2C1=O the results were Bcl-B TR3 displacers -8.0%, IL1B NFkB pot 2.2, MRP reversal -6.8, NFkB transloc inh -2.2, PLAP inhibitors HTS 27.3%, MRP reversal cytotoxicity 79.3, MRP reversal with doxorubicin 86.1, NFkB transloc inh cell count 2 µM 191 and IL1B NFkB pot cell count 2 µM 191.
CN1C(=O)C2(Oc3ccccc3C3CC(c4ccccc4)=NN32)c2ccccc21 (stereo not drawn) was read as Bcl-B TR3 displacers 4.8%, IL1B NFkB pot 3.9, NFkB transloc inh -3.9, PLAP inhibitors HTS -3.9%, NFkB transloc inh cell count 2 µM 101 and IL1B NFkB pot cell count 2 µM 101.
N#C/C(=C\C=C\c1ccccc1[N+](=O)[O-])c1nc(-c2ccc3c(c2)OCO3)cs1 was read as Bcl-B TR3 displacers -12.1%, IL1B NFkB pot 0.8, NFkB transloc inh -0.8, PLAP inhibitors HTS 27.7%, NFkB transloc inh cell count 2 µM 127 and IL1B NFkB pot cell count 2 µM 127.
Cc1ccc(S(=O)(=O)Nc2ccc3c(c2)ncn3C(C)(C)C)cc1 was read as Bcl-B TR3 displacers 8.4%, MRP reversal -5.3, PLAP inhibitors HTS 2.3%, MRP reversal cytotoxicity 93.4 and MRP reversal with doxorubicin 98.7.
For CC1=CC(=O)C=CC1(C)C(Cl)(Cl)Cl (stereo not drawn) the results were Bcl-B TR3 displacers -7.2%, IL1B NFkB pot 4.1, MRP reversal 5.2, NFkB transloc inh -4.1, PLAP inhibitors HTS -10.9%, MRP reversal cytotoxicity 104.9, MRP reversal with doxorubicin 99.7, NFkB transloc inh cell count 2 µM 112 and IL1B NFkB pot cell count 2 µM 112.
CC(C)(C)c1nnc2sc(SCC(=O)c3ccccc3)nn2c1=O was read as Bcl-B TR3 displacers -9.0%, IL1B NFkB pot 25.1, MRP reversal -1.3, NFkB transloc inh -25.1, PLAP inhibitors HTS 1.6%, MRP reversal cytotoxicity 64.1, MRP reversal with doxorubicin 65.4, NFkB transloc inh cell count 2 µM 131 and IL1B NFkB pot cell count 2 µM 131.
`CCOc1nc2ccccc2nc1C` gave Bcl-B TR3 displacers 16.1%, IL1B NFkB pot -13.2, MRP reversal 15.7, NFkB transloc inh 13.2, PLAP inhibitors HTS -2.5%, MRP reversal cytotoxicity 93.7, MRP reversal with doxorubicin 78.0, NFkB transloc inh cell count 2 µM 138 and IL1B NFkB pot cell count 2 µM 138.
CC1=C(C(=O)Nc2cc(C)ccc2C)C(c2cccs2)NC(=S)N1 (stereo not drawn) was read as Bcl-B TR3 displacers -12.2%, IL1B NFkB pot -6.9, NFkB transloc inh 6.9, PLAP inhibitors HTS 6.3%, NFkB transloc inh cell count 2 µM 142 and IL1B NFkB pot cell count 2 µM 142.
Screening COn1c(SCC(=O)N(C)C)nc2ccccc2c1=O returned Bcl-B TR3 displacers 10.4%, IL1B NFkB pot -3.1, MRP reversal 3.3, NFkB transloc inh 3.1, PLAP inhibitors HTS -3.8%, MRP reversal cytotoxicity 102.0, MRP reversal with doxorubicin 98.7, NFkB transloc inh cell count 2 µM 130 and IL1B NFkB pot cell count 2 µM 130.
Screening CC(C(=O)Nc1ncn[nH]1)N1C(=O)c2ccccc2C1=O (stereo not drawn) returned IL1B NFkB pot 22.7, MRP reversal 16.3, NFkB transloc inh -22.7, MRP reversal cytotoxicity 98.4, MRP reversal with doxorubicin 82.1, NFkB transloc inh cell count 2 µM 18 and IL1B NFkB pot cell count 2 µM 18.
Cc1cc2ncn(-c3ncnc4sc5c(c34)CCCC5)c2cc1C was read as Bcl-B TR3 displacers -4.6%, IL1B NFkB pot 0.6, MRP reversal 1.9, NFkB transloc inh -0.6, PLAP inhibitors HTS -50.7%, MRP reversal cytotoxicity 81.8, MRP reversal with doxorubicin 79.9, NFkB transloc inh cell count 2 µM 144 and IL1B NFkB pot cell count 2 µM 144.
For C=CCOc1cccc(/C=N/NC(=O)C(=O)NCc2ccco2)c1 the results were Bcl-B TR3 displacers 5.3%, IL1B NFkB pot 7.7, NFkB transloc inh -7.7, PLAP inhibitors HTS 14.6%, NFkB transloc inh cell count 2 µM 182 and IL1B NFkB pot cell count 2 µM 182.
`C/C(=N\OC(=O)NC(C)C)c1sc(-c2ccc(Cl)cc2)nc1C` gave Bcl-B TR3 displacers 1.9%, IL1B NFkB pot 25.1, NFkB transloc inh -25.1, PLAP inhibitors HTS -16.0%, NFkB transloc inh cell count 2 µM 178 and IL1B NFkB pot cell count 2 µM 178.
`CCN(CC)CCCC1(CN)OCCc2ccccc21` (stereo not drawn) gave Bcl-B TR3 displacers -3.7%, IL1B NFkB pot 16.3, NFkB transloc inh -16.3, PLAP inhibitors HTS 22.4%, NFkB transloc inh cell count 2 µM 108 and IL1B NFkB pot cell count 2 µM 108.
Cn1c(=O)c2c(n(Cc3ccccc3)c1=O)NC(=O)C2CC(=O)NCc1cccc(Cl)c1 (stereo not drawn) was read as Bcl-B TR3 displacers 5.6%, IL1B NFkB pot 8.9, MRP reversal 4.5, NFkB transloc inh -8.9, PLAP inhibitors HTS -14.8%, MRP reversal cytotoxicity 94.8, MRP reversal with doxorubicin 90.3, NFkB transloc inh cell count 2 µM 169 and IL1B NFkB pot cell count 2 µM 169.
O=C(Nc1ccccc1Cl)NC1(C(=O)N2CCCCC2)CCCCC1 was read as IL1B NFkB pot 6.0, MRP reversal -7.1, NFkB transloc inh -6.0, MRP reversal cytotoxicity 94.9, MRP reversal with doxorubicin 101.9, NFkB transloc inh cell count 2 µM 100 and IL1B NFkB pot cell count 2 µM 100.
`COC(=O)c1ccc(OCCOc2ccccc2)cc1` gave Bcl-B TR3 displacers 2.6%, IL1B NFkB pot -4.4, MRP reversal 12.0, NFkB transloc inh 4.4, PLAP inhibitors HTS 17.8%, MRP reversal cytotoxicity 105.5, MRP reversal with doxorubicin 93.5, NFkB transloc inh cell count 2 µM 175 and IL1B NFkB pot cell count 2 µM 175.
CC(=O)c1ccc(N2CCN(C(=O)C3(S(=O)(=O)c4ccc(Cl)cc4)CC3)CC2)cc1 was read as Bcl-B TR3 displacers -10.8%, IL1B NFkB pot 6.8, MRP reversal 14.1, NFkB transloc inh -6.8, PLAP inhibitors HTS -46.4%, MRP reversal cytotoxicity 87.0, MRP reversal with doxorubicin 72.9, NFkB transloc inh cell count 2 µM 126 and IL1B NFkB pot cell count 2 µM 126.
Screening O=C(O)C1CCCCC1C(=O)NCCc1c[nH]c2ccccc12 (stereo not drawn) returned Bcl-B TR3 displacers -5.6%, IL1B NFkB pot 1.2, MRP reversal -19.4, NFkB transloc inh -1.2, PLAP inhibitors HTS -8.8%, MRP reversal cytotoxicity 87.4, MRP reversal with doxorubicin 106.9, NFkB transloc inh cell count 2 µM 87 and IL1B NFkB pot cell count 2 µM 87.
Screening COC(=O)c1c(NC(=O)CSc2nnnn2-c2ccc3c(c2)OCO3)sc(C)c1C returned Bcl-B TR3 displacers -0.2%, IL1B NFkB pot 2.4, MRP reversal -1.8, NFkB transloc inh -2.4, PLAP inhibitors HTS -19.9%, MRP reversal cytotoxicity 84.4, MRP reversal with doxorubicin 86.2, NFkB transloc inh cell count 2 µM 154 and IL1B NFkB pot cell count 2 µM 154.
`CC(NC(=O)c1ccco1)C(=O)OCc1cccc(Cl)c1` (stereo not drawn) gave Bcl-B TR3 displacers -1.6%, IL1B NFkB pot -2.0, MRP reversal 6.0, NFkB transloc inh 2.0, PLAP inhibitors HTS -2.7%, MRP reversal cytotoxicity 98.4, MRP reversal with doxorubicin 92.3, NFkB transloc inh cell count 2 µM 178 and IL1B NFkB pot cell count 2 µM 178.
For O=C(c1c(F)cccc1F)N(Cc1ccccn1)C1CC1 the results were Bcl-B TR3 displacers 1.9%, IL1B NFkB pot 11.4, MRP reversal -3.8, NFkB transloc inh -11.4, PLAP inhibitors HTS 7.1%, MRP reversal cytotoxicity 103.7, MRP reversal with doxorubicin 107.5, NFkB transloc inh cell count 2 µM 117 and IL1B NFkB pot cell count 2 µM 117.
For CC(=O)Nc1cc(NC(=O)CCCC(=O)O)ccc1Cl the results were Bcl-B TR3 displacers -7.3%, IL1B NFkB pot 5.1, MRP reversal -25.0, NFkB transloc inh -5.1, PLAP inhibitors HTS 3.9%, MRP reversal cytotoxicity 65.5, MRP reversal with doxorubicin 90.5, NFkB transloc inh cell count 2 µM 116 and IL1B NFkB pot cell count 2 µM 116.
`N#C/C(=C\c1cn[nH]c1-c1ccccc1)C(=O)NC1CCCCCC1` gave Bcl-B TR3 displacers -3.3%, IL1B NFkB pot 7.6, NFkB transloc inh -7.6, PLAP inhibitors HTS -52.3%, NFkB transloc inh cell count 2 µM 160 and IL1B NFkB pot cell count 2 µM 160.
For Cc1nc2sc(C(c3cccc(F)c3)N3CCCC(C)C3)c(O)n2n1 (stereo not drawn) the results were Bcl-B TR3 displacers 4.7%, IL1B NFkB pot -11.1, MRP reversal -1.8, NFkB transloc inh 11.1, PLAP inhibitors HTS -59.8%, MRP reversal cytotoxicity 98.4, MRP reversal with doxorubicin 100.2, NFkB transloc inh cell count 2 µM 86 and IL1B NFkB pot cell count 2 µM 86.
`COc1ccc(Nc2nc(N)nc(CSc3nnc(N)s3)n2)cc1` gave Bcl-B TR3 displacers -6.3%, IL1B NFkB pot -0.5, MRP reversal -5.5, NFkB transloc inh 0.5, PLAP inhibitors HTS -2.9%, MRP reversal cytotoxicity 101.9, MRP reversal with doxorubicin 107.4, NFkB transloc inh cell count 2 µM 188 and IL1B NFkB pot cell count 2 µM 188.
For Cn1nc(OC(=O)Nc2ccccc2)cc1C(F)(F)F the results were Bcl-B TR3 displacers -11.4%, IL1B NFkB pot -2.2, MRP reversal 5.5, NFkB transloc inh 2.2, PLAP inhibitors HTS 1.9%, MRP reversal cytotoxicity 91.2, MRP reversal with doxorubicin 85.7, NFkB transloc inh cell count 2 µM 144 and IL1B NFkB pot cell count 2 µM 144.
`O=C(CC(O)(c1ccccc1)C(F)(F)C(F)F)c1cccs1` (stereo not drawn) gave Bcl-B TR3 displacers -1.5%, IL1B NFkB pot -9.8, MRP reversal 0.5, NFkB transloc inh 9.8, PLAP inhibitors HTS -23.5%, MRP reversal cytotoxicity 99.1, MRP reversal with doxorubicin 98.5, NFkB transloc inh cell count 2 µM 66 and IL1B NFkB pot cell count 2 µM 66.
Screening CCS(=O)(=O)N1CCC(C(=O)NCc2cccc(OC)c2)CC1 returned Bcl-B TR3 displacers 2.3%, IL1B NFkB pot 5.4, MRP reversal -0.7, NFkB transloc inh -5.4, PLAP inhibitors HTS 5.2%, MRP reversal cytotoxicity 97.6, MRP reversal with doxorubicin 98.3, NFkB transloc inh cell count 2 µM 103 and IL1B NFkB pot cell count 2 µM 103.

Assay outcomes from PubChem.

These rows are one share of the data. The share of hits here may be higher or lower than overall.
